Source: PubChem BioAssay (several laboratories)
MOR-DOR inv ag = inverse agonists of MOR-DOR heterodimerization, primary screen, cell-based, luminescence | Mu-type opioid receptor (Homo sapiens) + Delta-type opioid receptor (Homo sapiens), … | cell-based MOR-DOR heterodimer luminescence, inverse agonism | inhibition, % at 9.3 µM | actives 0.21% (n = 340,000) | AID 504357, 2011; in the data active = inhibition above about 22%, passing the limit was not always enough;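 note: 0% = cells with DMSO and 100% = wells without cells with DMSO; values of inactives mirror those of a sister screen read the other way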
Target sequence (P35372 whole entry, looked up): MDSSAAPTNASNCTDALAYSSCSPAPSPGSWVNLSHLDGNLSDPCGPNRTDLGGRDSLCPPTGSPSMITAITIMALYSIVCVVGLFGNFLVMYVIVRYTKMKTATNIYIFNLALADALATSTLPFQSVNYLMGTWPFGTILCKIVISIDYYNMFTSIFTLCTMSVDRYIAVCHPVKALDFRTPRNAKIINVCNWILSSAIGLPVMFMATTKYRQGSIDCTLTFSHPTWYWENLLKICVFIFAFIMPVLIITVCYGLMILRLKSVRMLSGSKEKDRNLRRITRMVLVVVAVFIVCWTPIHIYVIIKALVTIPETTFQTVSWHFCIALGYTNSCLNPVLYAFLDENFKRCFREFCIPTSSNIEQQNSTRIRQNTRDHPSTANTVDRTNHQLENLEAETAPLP
Target sequence (P41143 whole entry, looked up): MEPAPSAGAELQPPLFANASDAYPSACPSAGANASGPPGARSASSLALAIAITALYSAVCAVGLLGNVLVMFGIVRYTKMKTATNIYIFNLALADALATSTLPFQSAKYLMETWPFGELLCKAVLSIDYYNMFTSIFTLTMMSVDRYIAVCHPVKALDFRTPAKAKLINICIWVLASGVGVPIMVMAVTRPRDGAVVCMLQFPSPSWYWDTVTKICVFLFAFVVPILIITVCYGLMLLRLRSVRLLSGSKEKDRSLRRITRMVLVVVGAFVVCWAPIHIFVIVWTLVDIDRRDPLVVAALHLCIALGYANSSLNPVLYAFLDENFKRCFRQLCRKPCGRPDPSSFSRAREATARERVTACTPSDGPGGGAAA
Ecoli viability = E. coli V3065 growth inhibition, primary screen, counter-screen for AddAB inhibitor project, absorbance, OD600. 18 h. inhibition, % at 11.9 µM. actives 0.27% (n = 330,000). AID 449728, 2010;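 active = inhibition above the campaign's mean inhibition across all tested compounds plus 3 SD, cut at about 9.9% in these data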;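 note: uninfected addAB+ strain grown without phage in ampicillin broth; 0% = DMSO wells and 100% = ciprofloxacin 0.95 µg/ml wells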
AddAB inh = growth inhibition of E. coli expressing H. pylori AddAB, primary screen, AddAB inhibitor project, absorbance; inhibition, % at 11.9 µM; actives 0.29% (n = 330,000); AID 435030, 2010; in the data active = inhibition above about 12%;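 note: 0% = vehicle wells of infected cells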
PfHsp90 set2 = growth inhibition of PfHsp90-expressing yeast, primary screen, antimalarial PfHsp90 inhibitor project, S. cerevisiae, BacTiter-Glo luminescence, single point, set 2. actives 0.32% (n = 310,000). inhibition, % at 9.4 µM. BacTiter-Glo ATP, 48 h; yeast lacking PDR1 and PDR3 efflux regulators;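 active = every replicate shows inhibition above about 80%, whatever the replicate mean, limit read from the data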;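 note: 0% = DMSO neutral controls and 100% = 20 µM radicicol positive controls; yeast relying on Plasmodium falciparum Hsp90 in place of its own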
OPRM1-OPRD1 ag = agonists of OPRM1-OPRD1 heterodimerization, primary screen, cell-based, luminescence | actives 0.3% (n = 340,000) | cells | Mu-type opioid receptor (Homo sapiens) + Delta-type opioid receptor (Homo sapiens), … | activation, % at 9.3 µM; in the data active = activation above about 18%;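 note: 0% = vehicle-treated cells and 100% = reference agonist; values of inactives mirror those of a sister screen read the other way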
Mot1-301 SUMO = yeast Mot1-301 growth rescue at high temperature, primary screen, SUMOylation pathway inhibitor project, S. cerevisiae, ATP luminescence, 38.5C | S. cerevisiae Mot1-301 growth rescue; percent above DMSO median, 100 means doubled | growth rescue, % at 18.8 µM | actives 1% (n = 320,000) | AID 2716, 2010;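 active = every valid replicate shows activation above 250% relative to neutral control wells; inactive = the rest, any valid replicate at or below 250%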;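 note: OY570 slx delta 5 strain wells were the positive control but not used for scaling; some compounds called inactive have numbers as strong as hits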
PKA-R1A act = activators of PKA-R1A holoenzyme, primary screen, biochemical, fluorescence polarization, Cy5-IP20, bovine R1A, mouse PKAc; activation, % at 11.4 µM; PKA-R1A dissociation; scaled: DMSO 0%, 113 µM cGMP 100%; AID 504707, 2011; cAMP-dependent protein kinase type I-alpha regulatory subunit (Bos taurus) + …; actives 0.083% (n = 340,000);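 active = percent activation above the mean of all tested compounds plus 3 SD, cut at about 19% in these data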;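 note: higher means more PKAc released from R1A so a rise in polarization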
HTR5A inv ag = HTR5A inverse agonists in luminescence cell assay, primary screen, counter-screen for OPRM1-OPRD1 heterodimer inverse agonist project, full-deck HTS; AID 504634, 2011; actives 0.083% (n = 340,000); inhibition, % at 9.3 µM; HTR5A cell line, inverse agonism; in the data active = inhibition mostly above about 23%, no sharp cut-off; inactive = mostly below about 18%;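 note: 0% = cells with DMSO and 100% = no-cell wells with DMSO; some compounds called inactive have numbers as strong as hits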
HTR5A ag ctr = HTR5A agonists in luminescence cell assay, primary screen, counter-screen for OPRM1-OPRD1 heterodimer agonist project, full-deck HTS. cell-based. actives 0.61% (n = 340,000). 5-hydroxytryptamine receptor 5A (Homo sapiens), P47898. activation, % at 9.3 µM. AID 504692, 2011; in the data active = activation mostly above about 9.5%, no sharp cut-off; inactive = mostly below about 7.6%;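 note: 0% = cells with vehicle only and 100% = reference agonist; strong numbers were not always called active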
phage Ecoli inh = growth loss of phage-infected E. coli, primary screen, RecBCD inhibitor project, absorbance, with phage, HTS | AID 651602, 2012 | inhibition, % at 11.9 µM | actives 0.26% (n = 360,000); in the data active = inhibition above about 11%
DSG3 Ab inh = inhibitors of pemphigus antibody binding to DSG3, primary screen, biochemical, bead-based, flow cytometry, scFv-GFP | Desmoglein-3 (Homo sapiens), P32926 | DSG3-coupled beads, scFv-anti-DSG3-GFP binding; hits give low values | binding (percent of control), % at 10 µM | actives 0.48% (n = 310,000) | AID 588358, 2011;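 active = binding more than 3 SD below its plate's average and above zero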;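 note: hits lower antibody fragment binding to DSG3; some compounds called inactive have numbers as strong as hits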
The depositor's hits bear a star; . = not tested or not shown.

Values run as follows: MOR-DOR inv ag	Ecoli viability	AddAB inh	PfHsp90 set2	OPRM1-OPRD1 ag	Mot1-301 SUMO	PKA-R1A act	HTR5A inv ag	HTR5A ag ctr	phage Ecoli inh	DSG3 Ab inh
CCC1=C2CC[C@H]3C(=O)N(c4ccccc4)C(=O)[C@H]3[C@H]2[C@@]2(C)C(=NCc3ccccc3)OC(=O)N2C1=O
    0.2	3.4	4.7	1.7	0.0	-15.8	3.1	-33.7	11.5	1.3	111.3
CSCCC(NC(=O)COc1ccccc1)C(=O)N1CCCCCC1 (stereo unspecified)
    10.4	-1.6	-2.2	0.2	-2.4	10.2	-1.8	-4.4	1.8	-0.6	89.0
COc1ccc(C(=O)C2CCCN(Cc3cn[nH]c3-c3ccccc3)C2)cc1OC (stereo unspecified)
    9.9	-0.2	1.5	-13.4	-2.0	-12.1	-3.5	-36.9	0.8	2.8	.
Nc1nonc1C(=O)N1CCCCC1
    3.2	-1.4	0.4	-68.3	-0.6	257.3	2.7	8.3	1.9	2.9	96.3
O=S(=O)(Nc1nc2ccccc2nc1NCCO)c1cccc(Cl)c1
    -7.3	-0.3	2.7	-26.8	1.4	-8.6	1.0	-12.4	3.4	1.4	106.1
Cc1ccc(Oc2ncccc2COC(=O)Nc2ccccc2C)cc1
    .	0.6	0.3	1.7	.	-4.7	.	.	.	3.0	104.0
COc1cccc(N2C(=O)CC(N3CCN(C(=O)c4ccco4)CC3)C2=O)c1 (stereo unspecified)
    -14.3	-3.1	-0.2	32.2	2.4	-19.4	-8.1	-21.9	8.1	-0.5	105.8
Cc1ccccc1CSCCNC(=O)COc1ccc(Cl)cc1
    -16.5	1.0	4.4	20.2	3.1	6.8	-9.7	-1.8	0.7	2.8	97.4
CSc1ncc(C(=O)Nc2ccccc2F)c(-c2ccccc2)n1
    -3.4	1.4	0.2	6.1	0.6	-5.6	1.0	-5.9	1.5	2.0	99.1
NC(=O)c1ccc(NC(=O)CSC(=O)c2ccccc2)cc1
    8.4	0.9	1.5	.	-2.2	2.6	2.3	3.1	-0.5	2.6	.
CCCCn1nc(NC(=O)CC(C)C)c2cc3cc(OC)ccc3nc21
    -22.3	-1.2	0.2	-23.0	4.0	0.6	8.6	-2.2	0.6	-0.1	89.9
Cc1ccccc1-c1cccc([C@@H]2C[C@H]3[C@H](CON3C)CN2C(=O)C(C)(C)C)c1
    0.5	.	.	26.9	-0.1	.	-0.7	9.7	-2.6	0.9	98.9
Cc1ccc(SCCNC(=O)c2ccccc2)cc1
    7.6	-0.6	4.9	.	-1.3	-5.8	17.0	6.9	0.7	4.2	98.2
O=C(Oc1cccc(N2C(=O)CCC2=O)c1)C1CC(=O)N(c2ccc(F)cc2)C1 (stereo unspecified)
    2.2	-1.7	-1.5	4.9	-0.4	-22.7	6.5	1.0	-5.5	4.4	84.5
COc1ccccc1NC(=O)Nc1ccc2c(c1)nnn2C
    0.0	2.7	1.2	10.7	0.0	-7.2	-2.1	-29.6	5.5	3.4	105.8
COC(=O)c1ccc(NC(=S)N2CCC(C(N)=O)CC2)cc1
    17.0	-2.1	4.2	-12.9	-3.8	7.9	-8.8	-14.3	1.9	2.4	98.6
COc1cccc(Cn2nnc(C(=O)Nc3cc(C)ccc3OC)c2N)c1
    1.7	1.5	4.3	4.7	-0.3	60.5	-14.7	-2.1	0.8	.	-1.1*
C=CCN(CC=C)CCOc1cccc(Oc2ccccc2)c1
    -37.0	1.3	-1.6	9.6	5.1	128.9	3.0	0.2	-0.1	2.4	100.3
O=c1c2c3c(sc2nc2n1CCCCC2)CCC3
    13.8	-0.2	-2.7	-33.2	-2.8	-23.5	-7.7	18.8	-7.7	4.1	98.5
CCn1c(C)c(C)c2cc(C(=O)N3CCc4ccccc4C3)ccc21
    -5.1	1.6	1.4	-3.0	1.0	-2.8	-15.3	-13.7	3.7	-1.6	114.7
Cn1nc(Oc2ncc(C(F)(F)F)cc2Cl)cc1C(F)(F)F
    17.6	-1.3	2.5	4.5	-3.6	-16.6	5.8	-14.4	-13.6	0.9	102.9
Cn1c(SCC(=O)c2ccccc2)nnc1C1CC1
    14.5	-1.9	2.4	-4.6	-2.5	12.7	4.5	4.5	-0.6	2.7	87.0
Cc1nc2ccc(S(=O)(=O)Nc3ccccc3C)cc2s1
    9.5	0.8	3.3	.	-1.7	-9.9	-3.2	-2.4	-3.1	.	100.6
CCOC(=O)C1CCN(C(=O)Cn2nc(CC)n3cccc3c2=O)CC1
    7.6	1.9	1.7	-41.3	-1.5	-11.7	1.5	15.1	1.5	0.5	86.3
COc1cc(SC)ccc1C(=O)OCC(=O)N1CCN(C(C)=O)CC1
    8.6	1.1	0.9	7.3	-1.3	-0.9	1.8	-13.3	4.4	2.4	92.3
CNC(=S)NNC(=O)c1sccc1OCc1ccc(C)cc1
    1.2	-0.2	1.8	22.0	-0.3	-13.5	-2.0	7.6	-2.8	-0.8	99.6
COc1ccccc1N1CCN(C(=O)CSc2nc(-c3ccccc3)cc(=O)[nH]2)CC1
    11.0	-0.5	1.1	0.8	-2.6	43.9	-3.7	-4.5	1.8	2.6	.
O=C1/C(=C/c2cccnc2)Oc2cc(OS(=O)(=O)c3ccc(F)cc3)ccc21
    11.6	-1.0	-0.6	.	-2.1	7.9	-17.5	8.7	-5.5	2.4	100.1
CN1CCC(N(C)C(=O)COc2ccc(S(=O)(=O)N3CCOCC3)cc2)CC1
    9.4	1.8	1.3	-19.0	-1.8	2.1	-15.7	-51.0	2.7	-1.4	90.0
CC12COC3(C(=O)Nc4ccc5ccccc5c4)CC1CCC32C (stereo unspecified)
    -65.6	2.7	5.7	4.6	10.0	-4.9	-8.2	-5.4	2.2	2.4	82.4
O=C(NNc1cccc(Cl)n1)Nc1cccc(C(F)(F)F)c1
    -20.7	-1.6	-0.2	0.0	4.1	4.0	5.7	7.4	9.0	1.8	91.9
COC(=O)c1c(NC(=O)c2ccco2)sc2c1CCN(C(C)C)C2
    11.6	1.2	1.8	5.0	-2.8	193.1	0.7	7.3	-2.9	1.2	110.3
Cc1nn(CC(=O)NCc2cccc(F)c2)c(=O)c2cccn12
    17.8	-0.8	4.0	-9.1	-3.4	-14.2	-8.3	-0.7	0.2	1.6	99.0
COc1ccc(-c2cc(C(=O)Nc3c(C)n(C)n(-c4ccccc4)c3=O)c3ccccc3n2)cc1OC
    15.2	-0.3	1.6	-1.2	-2.7	132.1	-2.5	5.3	-2.2	1.2	105.9
COCCCNS(=O)(=O)c1ccc2c(c1)OCCO2
    -6.1	-0.7	2.0	1.4	1.0	0.6	-4.8	-11.6	3.3	0.1	.
O=C(NC(Cc1ccccc1)C(=O)O)c1ccc(S(=O)(=O)N2CCCC2)cc1 (stereo unspecified)
    -5.5	-1.1	-0.3	.	1.1	-19.4	-11.4	-8.8	5.8	3.2	110.6
C/C(=N/NC(=O)c1ccoc1C)c1ccc(N2CCOCC2)cc1
    -4.2	3.3	2.1	-0.1	0.8	-8.1	-8.1	5.7	5.1	4.1	113.3
CN(C)C(=O)c1ccc(Nc2nnc(-c3ccc(O)cc3)c3ccccc23)cc1
    18.1	0.2	-0.2	-6.6	-4.0	-1.1	3.0	-4.2	1.2	3.1	87.2
COc1ccccc1CCNC(=O)c1ccc(NC(=O)CC2SC(N3CCCC3)=NC2=O)cc1 (stereo unspecified)
    12.2	0.5	0.0	-5.6	-2.3	-1.7	4.6	-7.3	5.4	3.0	96.5
CCN1CCc2nc(NC(=O)Cc3ccc4c(c3)OCCO4)sc2C1
    9.0	0.4	-0.8	9.9	-1.8	8.9	-9.5	6.9	-1.7	3.8	107.9

Among those listed so far, five contain an aryl thioether with sulfur outside any ring.
Values run as follows: MOR-DOR inv ag	Ecoli viability	AddAB inh	PfHsp90 set2	OPRM1-OPRD1 ag	Mot1-301 SUMO	PKA-R1A act	HTR5A inv ag	HTR5A ag ctr	phage Ecoli inh	DSG3 Ab inh
CSc1ncc(C(=O)Nc2ccccc2F)c(-c2ccccc2)n1
    -3.4	1.4	0.2	6.1	0.6	-5.6	1.0	-5.9	1.5	2.0	99.1
Cc1ccc(SCCNC(=O)c2ccccc2)cc1
    7.6	-0.6	4.9	.	-1.3	-5.8	17.0	6.9	0.7	4.2	98.2
Cn1c(SCC(=O)c2ccccc2)nnc1C1CC1
    14.5	-1.9	2.4	-4.6	-2.5	12.7	4.5	4.5	-0.6	2.7	87.0
COc1cc(SC)ccc1C(=O)OCC(=O)N1CCN(C(C)=O)CC1
    8.6	1.1	0.9	7.3	-1.3	-0.9	1.8	-13.3	4.4	2.4	92.3
COc1ccccc1N1CCN(C(=O)CSc2nc(-c3ccccc3)cc(=O)[nH]2)CC1
    11.0	-0.5	1.1	0.8	-2.6	43.9	-3.7	-4.5	1.8	2.6	.

An unsorted share of the library; overall some 3.2% were active at least once.
